Screens as filed in PubChem BioAssay.
eIF2B yeast act – eIF2B (yeast) activity modulation; S. cerevisiae eIF2B-epsilon R284H, GCN4-lacZ luminescence; inhibition, % at 25 µM (by protocol); 0.91% of 27,000 active;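 active means mutant luminescence inhibited past about 50% while wild type luminescence and mutant growth stay under set limits, limit read from the data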; further: some compounds called inactive have numbers as strong as hits
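Material: yeast eIF2B-epsilon R284H mutant carrying GCN4–beta-galactosidase fusion. Medium: YPD yeast growth medium. Incubation: 16 h growth with compound at 30 °C, 90 min Beta-Glo step. Signal: Beta-Glo luminescence plus absorbance at 595 nm. Evaluation: % inhibition of reporter signal and growth versus controls. Doses: 25 µM single dose.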
Yeast tox – Inhibitors of S. cerevisiae growth, toxicity. 0.3% of 30,000 active. S. cerevisiae wild-type growth, A595 turbidity, 16 h. AID 685. growth inhibition, % at 25 µM (by protocol);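 active means mutant and wild-type yeast strains alike exhibit over 30% growth inhibition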;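 further: 0% = untreated cell controls and 100% = YPD media blanks without cells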
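Incubation: 16 h growth with compound, 30 °C; Material: S. cerevisiae wild-type or eIF2Bepsilon-R284H mutant strain; Signal: turbidity measured as absorbance at 595 nm; Medium: YPD yeast growth medium; Measure: growth inhibition (%) versus cell controls and blanks; Doses: 25 µM single dose.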
Yeast tox inhibition % – recorded beside Yeast tox, whose call it bears; growth inhibition, %; S. cerevisiae eIF2Bepsilon-R284H mutant growth, A595 turbidity, 16 h;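 each compound tested once at 25 µM; 0% equals untreated cells and 100% equals cell-free medium blanks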
eIF2B yeast act mutant toxicity – recorded beside eIF2B yeast act, whose call it bears; growth inhibition, %; measured here: mutant yeast growth, toxicity;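 each compound tested once at 25 µM; zero equals untreated control growth and 100 equals blank medium absorbance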
The depositor's hits bear a star; / = no result given. A portion of the library (hit frequency here may not be typical).

SMILES | eIF2B yeast act | eIF2B yeast act mutant toxicity | Yeast tox | Yeast tox inhibition %
CN1CCN(/C=N/C2=C(C#N)C(c3ccccc3)C3=C(CC(C)(C)CC3=O)O2)CC1 (configuration not stated) | -2.5 | -33.3 | -8.2 | -33.3
CCOC(=O)c1ccc(N/C=C/C(=O)c2ccco2)cc1 | 25.1 | 16.7 | 10.8 | 16.7
O=C(CCCNS(=O)(=O)c1cccc2nsnc12)NCCc1ccccc1 | 18.7 | / | 30.0 | 0.0
CCOC(=O)c1cc(CC)sc1NC(=O)COC | / | / | 0.5 | -3.6
CN(C)c1nc2ccc(OCCN3CCCCC3)cc2s1 | 34.7 | -4.5 | -8.1 | -4.5
COC(=O)c1cc(OC)c(OC)cc1NC(=O)c1cc(C)on1 | 13.6 | -9.1 | 4.8 | -9.1
O=C(NCc1ccco1)c1nc2ccccc2s1 | 6.3 | 8.3 | 5.4 | 8.3
CNC(=O)N(c1ccccc1)c1ccccc1 | 15.9 | 14.8 | 12.3 | 14.8
CC(=O)N1CCc2cc(Br)cc(S(=O)(=O)NCC3CCCO3)c21 (configuration not stated) | -28.5 | / | -7.8 | 0.0
COc1ccc(NS(=O)(=O)c2ccc3oc(SC4CCOC4=O)nc3c2)cc1 (configuration not stated) | / | / | 6.9 | 7.0
O=C(C1=C(O)C(=O)N(CC2CCCO2)C1c1cccnc1)c1ccco1 (configuration not stated) | / | / | -14.6 | 0.0
O=C(COc1ccccc1)NCC1CCCO1 (configuration not stated) | -24.3 | -3.3 | 3.8 | -3.3
COc1ccc(C(=O)C(CN2CCOCC2)c2ccccc2)cc1F (configuration not stated) | 46.0 | 4.5 | 5.0 | 4.5
COc1cc(CNC(C)c2ccccc2)c(Br)cc1OCC(N)=O (configuration not stated) | / | / | 22.9 | 11.8
Cc1ccc(C(=O)Nc2sc3c(c2C(=O)NCc2ccco2)CCCC3)cc1 | 14.4 | 6.7 | -11.0 | 6.7
CCOc1cc(N2CCOCC2)c(OCC)cc1NC(=O)Cc1ccc(OC)c(OC)c1 | -28.4 | -3.5 | -4.7 | -3.5
CC(C(=O)NC1CCCC1)N(Cc1ccco1)C(=O)c1snc(C(=O)NC2CCCC2)c1N (configuration not stated) | 4.0 | -10.0 | 4.8 | -10.0
CCOC(=O)c1sc2nc(C(C)C)c3c(c2c1N)CC(C)(C)OC3 | / | / | -13.8 | -18.6
Cc1ccc(S(=O)(=O)N(C)c2ccc(N)cc2)cc1 | 20.1 | 17.6 | 11.5 | 17.6
O=C(CN1CCSCC1)c1c[nH]c2ccccc12 | 17.5 | 21.9 | 13.3 | 21.9
CCC(=O)n1nc(-c2ccc(OC)cc2)nc1SC | -10.3 | 17.7 | 10.9 | 17.7
CC1CCCC(C)N1CCNC(=O)Nc1ccc(Cl)cc1 (configuration not stated) | / | / | 12.6 | 8.7
CCCN=C(C)c1c(-c2ccccc2)[nH]n(-c2nc3ccccc3s2)c1=O | -3.4 | -6.5 | -19.0 | -6.5
CCCCn1c(N)c(Sc2ccccc2)c(=O)[nH]c1=O | / | / | 16.2 | 9.3
CC(=O)Oc1cc2c(C(C)=O)coc2c2ccccc12 | 6.2 | 19.2 | -0.7 | 19.2
COc1ccc(NC(=O)C2CCCN(C)C2)cc1OCC(C)C (configuration not stated) | -4.4 | -1.8 | -17.9 | -1.8
COc1ccc(CN2CC(C(=O)NCc3cccc(OC)c3)CC2=O)cc1 (configuration not stated) | 17.5 | 11.3 | 1.6 | 11.3
CCOc1ccc2nc(NC(=O)C(CC)Sc3nc(C)cc(=O)[nH]3)sc2c1 (configuration not stated) | -12.4 | -21.1 | 14.6 | -21.1
CCCCC(=O)OCCNC(=O)c1cc2ccccc2oc1=O | 23.0 | -4.5 | 11.2 | -4.5
Cc1oc2ccccc2c1-c1cn2c(n1)SCC2 | 18.4 | -3.3 | 22.1 | -3.3
CC/C(=N\NS(C)(=O)=O)c1ccccc1 | / | / | -11.5 | 7.7
CCc1c(C)nc2cc(-c3cc(OC)cc(OC)c3)nn2c1N1CCN(CCN2CCOCC2)CC1 | / | / | -2.1 | -13.3
O=C(CSc1ncnc2ccccc12)N1CCN(c2ccccc2)CC1 | 16.0 | 6.8 | 7.6 | 6.8
COc1ccc(NC(=O)c2cc3cc(OC)ccc3oc2=N)cc1 | 16.8 | -33.3 | -33.7 | -33.3
CCNS(=O)(=O)c1ccc(NC(=O)c2ccccc2)cc1 | 28.5 | 12.2 | 21.5 | 12.2
Cc1ccc2nc3c(cc(C#N)c(=O)n3CC3CCCO3)c(=O)n2c1 (configuration not stated) | 20.5 | 3.9 | 19.8 | 3.9

Single entries from above.
Entry for CCc1c(C)nc2cc(-c3cc(OC)cc(OC)c3)nn2c1N1CCN(CCN2CCOCC2)CC1 under Yeast tox inhibition %: -13.3
Entry for O=C(CSc1ncnc2ccccc12)N1CCN(c2ccccc2)CC1 under eIF2B yeast act mutant toxicity: 6.8
Entry for CCCCC(=O)OCCNC(=O)c1cc2ccccc2oc1=O under eIF2B yeast act mutant toxicity: -4.5

Compound profiles, from the list above:
COc1ccc(NC(=O)C2CCCN(C)C2)cc1OCC(C)C (configuration not stated) is entered as eIF2B yeast act = -4.4; eIF2B yeast act mutant toxicity = -1.8; Yeast tox = -17.9; Yeast tox inhibition % = -1.8
O=C(CSc1ncnc2ccccc12)N1CCN(c2ccccc2)CC1 is entered as eIF2B yeast act = 16.0; eIF2B yeast act mutant toxicity = 6.8; Yeast tox = 7.6; Yeast tox inhibition % = 6.8
Cc1ccc2nc3c(cc(C#N)c(=O)n3CC3CCCO3)c(=O)n2c1 (configuration not stated) is entered as eIF2B yeast act = 20.5; eIF2B yeast act mutant toxicity = 3.9; Yeast tox = 19.8; Yeast tox inhibition % = 3.9

(continued)
SMILES | eIF2B yeast act | eIF2B yeast act mutant toxicity | Yeast tox | Yeast tox inhibition %
O=C(Nc1ccc(OC(F)F)c(Cl)c1)Nc1ccc2c(c1)OCO2 | 36.7 | -29.0 | -23.9 | -29.0
CCN1CCN(CC(=O)n2c3c(c4ccccc42)CC(C)CC3)CC1 (configuration not stated) | 27.6 | -4.8 | 5.7 | -4.8
Cc1ccc(/C=N/c2sc3c(c2C#N)CCC3)o1 | / | / | 11.4 | 2.6
CCOC(=O)c1cnc(-n2nc(C)cc2C)nc1N(CC)CC | 20.7 | / | -5.5 | 0.0
CCCCN(CCCC)S(=O)(=O)c1ccc(NS(=O)(=O)c2ccc(NC(C)=O)cc2)cc1 | -17.1 | -4.8 | 6.1 | -4.8
CN(C)CCOC(=O)C1(c2ccccc2)CCOCC1 | -34.3 | 7.4 | 6.3 | 7.4
Cc1ccc2nc3c(cc(C(=O)NCC4CCCO4)c(=N)n3CCCOC(C)C)c(=O)n2c1 (configuration not stated) | 13.3 | 3.7 | 19.1 | 3.7
CCOC(=O)c1cc(C(C)(C)C)oc1CNC(=O)c1c(C)oc2c1CCCC2 | 1.2 | -3.5 | -19.4 | -3.5
Cc1ccc2nc(SCC(=O)c3cc(C)n(C)c3C)[nH]c2c1 | / | / | 5.5 | 19.6
CCCCn1cc(SCC(=O)O)c2ccccc21 | 7.5 | -9.1 | -7.2 | -9.1
Cc1cc(C)n(-c2nnc3n2N=C(c2c[nH]c4ccccc24)CS3)n1 | 25.7 | 3.0 | -9.3 | 3.0
N#Cc1nc(-c2ccc(OCc3ccccc3Cl)cc2)oc1NCCCn1ccnc1 | 14.2 | 21.4 | 23.3 | 21.4
CCC(C)NCCCOc1cc(Cl)ccc1Cl (configuration not stated) | 25.6 | 21.6 | 19.6 | 21.6
OCCNC(=S)NC1CCCCC1 | -7.1 | -13.9 | 11.2 | -13.9
CCOC(=O)c1ccc2[nH]c(C)cc(=O)c2c1 | 18.1 | -27.3 | -8.8 | -27.3
CCN1CCN(Cc2c(O)c(Cl)cc3c(C)cc(=O)oc23)CC1 | -28.8 | / | -1.9 | 0.0
Cc1c(NC(=O)CSc2nc3ccccc3n2C)c(=O)n(-c2ccccc2)n1C | -0.2 | 13.6 | 14.2 | 13.6
CC1CC2(NC(=O)NC2=O)C(C)CN1C (configuration not stated) | -18.9 | / | 4.3 | 0.0
CCc1cccc(NC(=O)CN(c2ccc(OC)cc2)S(=O)(=O)c2c(C)n[nH]c2C)c1 | -10.1 | 10.0 | -2.7 | 10.0
O=C(Nc1ccccc1)C1CCN(c2nccs2)CC1 | -6.0 | / | -8.7 | 0.0
COc1ccc2oc(=O)c(C(=O)N3CCN(c4ccc(F)cc4)CC3)cc2c1 | 0.9 | 4.3 | 6.1 | 4.3
COCCNC(=O)C(C)OC(=O)c1cc2sccc2n1C (configuration not stated) | -3.3 | -4.5 | -11.4 | -4.5
N#Cc1nc(-c2ccc(OCc3ccc(Cl)cc3)cc2)oc1NCCCn1ccnc1 | 15.3 | 6.8 | 10.0 | 6.8
CCOC(=O)CC1(C)NC(=O)c2c(C)sc(C(=O)OCC)c2N1 (configuration not stated) | 19.1 | -4.5 | 12.2 | -4.5
O=C1OC(Nc2ccc3c(c2)OCO3)c2ccccc21 (configuration not stated) | 15.4 | -4.2 | 20.0 | -4.2
Cc1ccc(S(=O)(=O)N2CCN(S(=O)(=O)N3CCCCC3)CC2)c(C)c1 | 6.6 | -35.7 | -26.3 | -35.7
CCOC(=O)CSc1nc2c(c(=O)n1-c1ccc(OCC)cc1)SCC2 | 15.8 | -13.8 | -28.9 | -13.8
c1ccc(CCNc2ncnc3scc(C4COc5ccccc5O4)c23)cc1 (configuration not stated) | / | / | 21.1 | 12.5
COc1ccc(OCc2nc(N)nc(Nc3ccccc3)n2)cc1 | 16.8 | / | 0.8 | 0.0
COc1ccc(Cl)cc1NC(=O)CSc1nnc(CN2CCOCC2)n1-c1ccc(Cl)cc1 | / | / | 22.1 | 9.3
COc1cc2[nH]c(=S)n(Cc3ccco3)c(=O)c2cc1OC | 31.2 | 12.2 | -0.7 | 12.2
COc1ccc(CCNc2oc(COc3ccccc3F)nc2C#N)cc1 | -16.5 | 14.3 | 18.8 | 14.3
NC(=O)C(c1ccc(Cl)cc1)c1ccc(Sc2ccccc2)nn1 (configuration not stated) | 20.0 | 3.3 | 10.0 | 3.3
CCSc1nnc(-c2cccnc2)n1Cc1ccco1 | -2.4 | 9.5 | 10.7 | 9.5
CCN1CCN(S(=O)(=O)c2cc(C)c(OC)cc2C)CC1 | 9.6 | 4.8 | 20.0 | 4.8
NC1=NC(c2cn(-c3ccccc3)nc2-c2cccs2)n2c(nc3ccccc32)N1 (configuration not stated) | 32.8 | 13.5 | 18.9 | 13.5
c1ccc(-c2nc(N3CCCCC3)nc3ccccc23)cc1 | 25.9 | 7.3 | 11.7 | 7.3
CCCCSCc1ccc(C(=O)O)o1 | 25.2 | -18.2 | 17.8 | -18.2
Cc1ccc(C)c(Cn2nnc3c(=O)[nH]c(C(=O)NCc4ccco4)nc32)c1 | 8.5 | -15.5 | 17.8 | -15.5
CCCOc1ccccc1N/C(=N/c1nc(C)cc(C)n1)NC(=O)COc1ccc(OC)cc1 | 29.4 | 6.7 | -9.6 | 6.7
COc1ccc(C2C(C(C)=O)=C(O)C(=O)N2Cc2cccnc2)cc1 (configuration not stated) | -0.7 | / | / | /
Cc1ccc(CNC(=O)C2CCCN(C(=O)N(C)C)C2)cc1 (configuration not stated) | / | / | 21.7 | 6.7
O=C(O)CSCc1c(F)cccc1Cl | 12.0 | -9.1 | -3.4 | -9.1
COC(=O)c1c(NC(=O)CN2CCOCC2)sc2c1CCC(C)C2 (configuration not stated) | 21.7 | -9.1 | -4.7 | -9.1
O=C1c2ccccc2C(=O)N1CCc1ccccn1 | 5.7 | / | 7.8 | 0.0
O=C(Nc1cccc(O)c1)c1ccccc1 | 36.2 | -6.5 | -7.2 | -6.5
COc1cc(C)c(C)cc1S(=O)(=O)N1CCCCC1c1cccnc1 (configuration not stated) | 9.2 | 16.7 | 6.3 | 16.7
Cc1ccc(N2C(=O)CC(N(O)C3CC(=O)N(c4ccc(C)cc4)C3=O)C2=O)cc1 (configuration not stated) | -34.2 | 23.3 | 6.0 | 23.3
Cc1ccc(C2CC(C(F)F)n3ncc(C(=O)Nc4cnn(Cc5ccccc5C)c4)c3N2)cc1 (configuration not stated) | 1.9 | -7.1 | 2.5 | -7.1
Cc1cc(C)cc(NC(=O)CSc2nnc(-c3ccccc3C)o2)c1 | -3.4 | / | / | /
CC(C)=C1C2C=CC1C(C(=O)Nc1cc(C)ccc1C)C2C(=O)O (configuration not stated) | 11.3 | / | 11.6 | 0.0
Cc1cc(NC(=O)c2ccc(N(C)S(=O)(=O)c3ccccc3)cc2)no1 | 1.1 | 10.0 | -0.7 | 10.0
COc1cc(S(=O)(=O)N(Cc2ccccn2)Cc2ccco2)ccc1-n1cnnn1 | -2.0 | 8.3 | 7.7 | 8.3
Cc1cc(C)c2c(c1)/C(=C/C(=O)c1ccc(Br)s1)C(=O)N2 | / | / | -19.6 | -12.8
C=CCCCOc1ccc(C(=O)O)cc1 | 42.8 | 7.1 | 0.6 | 7.1
Cc1cccc(-c2noc(C3CCCCC3)n2)c1 | -9.6 | -20.0 | 10.0 | -20.0
